TTR transcr act: TTR transcription activators in neuroblastoma reporter cells, primary screen, cell-based, luminescence, SH-SY5Y, TTR promoter Gaussia luciferase. 100% = recombinant luciferase protein wells. activation, % at 16.7 µM. 92,000 tested, 1.3% active;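 active = activation above the mean of all tested compounds plus 3 SD, cut at about 9.5% in these data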;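 note: cells exposed to compounds for one day before reading; 0% = median of all test compound wells on the plate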
* = called active by the depositor. Some of the compounds tested, so the mix of outcomes need not match the whole.

#	TTR transcr act	SMILES
1	-0.8	Cc1nnsc1C(=O)N1CCCC(C(=O)c2ccc(C(F)(F)F)cc2)C1 (stereo not drawn)
2	-1.1	O=C(C[n+]1ccccc1)N/N=C/c1cc(Br)ccc1O
3	-0.4	COc1ccc(NS(=O)(=O)c2ccc3c(c2)CCCN3C(C)=O)cc1
4	-0.4	COc1ccc(-c2c(C)oc3cc(O)cc(O)c3c2=O)cc1OC
5	-0.8	COC(=O)CSc1nnc(-c2c[nH]c3ccccc23)o1
6	-0.9	Cc1cccc(C)c1NC(=O)CS(=O)CC(=O)Nc1ccc(N2CCOCC2)cc1 (stereo not drawn)
7	-1.2	Cc1c(Br)cccc1NC(=O)C1(C)CCN1Cc1ccc(OC(C)C)cc1 (stereo not drawn)
8	-0.1	CC(C(=O)Nc1ccncc1)(c1ccccc1)c1ccccc1
9	0.1	CCc1nc2c(OC)cccn2c1N(C)C(=O)c1ccccc1F
10	-0.2	Cc1csc(NC(=O)CSc2nc3ccccc3c3c2CCCC3)n1
11	-2.2	COc1ccc(C(C)(NC(C)=O)c2nc(-c3ccc(F)c(Cl)c3)cs2)cc1 (stereo not drawn)
12	-0.1	O=C(COC(=O)C1CC2CCCC(C1)C2=O)Nc1ccc(F)c(Cl)c1 (stereo not drawn)
13	-0.1	O=S(=O)(N[C@H]1CCCC[C@@H]1N1CCOCC1)c1ccc(Cl)cc1
14	1.1	Cc1ccc(C(=O)N2CCCC(c3nc4c(nnn4Cc4ccccc4)c(=O)[nH]3)C2)cc1 (stereo not drawn)
15	-1.8	CCSc1nc(N)nc2c1ncn2C1OC(CO)C(O)C1O (stereo not drawn)
16	-2.1	C=CCN1C(=O)CS/C1=C(\C#N)S(=O)(=O)c1ccc(C)cc1
17	1.7	CC(C)OC(=O)CSc1nnc(C2CCCCC2)n1N
18	1.5	CCc1ccc([C@@H]2C[C@H]3[C@@H](CN2S(=O)(=O)c2ccc(C)cc2)C(=O)C[C@@H](c2cccc(Cl)c2)N3S(=O)(=O)c2ccc(C)cc2)cc1
19	-0.9	Cc1ccc(C(=O)NC(=S)Nc2cccc3nsnc23)cc1
20	0.2	CC(C)(C)n1ncc2c(=O)n(CC(=O)N3CCCC3)cnc21
21	-0.7	COC(=O)c1ccc(=O)c2nc3/c(=C/O)c(O)cc(=O)c3[nH]c12
22	-1.8	Cn1ccc2c(-c3cccc(C=O)c3)cc3c(c21)C1CCC3O1 (stereo not drawn)
23	-2.2	Cc1ccc(CN2CCC[C@]3(N[C@H](c4ccc(C(F)(F)F)cc4)[C@@H]4C(=O)N(Cc5ccccc5)C(=O)[C@@H]43)C2=O)cc1
24	-0.1	Cc1ccc(S(=O)(=O)N2CCN(Cc3ccco3)CC2)c(C)c1
25	0.2	O=C(c1ccccc1)N1CCCC(C(=O)N2CCCCC2)C1 (stereo not drawn)

(cont.)
#	TTR transcr act	SMILES
26	-1.6	CCC1=NN(C(=O)c2ccc(Br)cc2)C(O)(c2ccc(C)cc2)C1 (stereo not drawn)
27	-0.1	O=C(/C=C/c1ccccc1)NCCN1CCOCC1
28	0.1	NC(=O)c1csc(CCNC(=O)c2ccccc2)n1
29	1.8	COc1ccc(/C=N/NC(=O)CNc2ccc(Br)cc2)c(C(=O)O)c1OC
30	-2.0	O=C(NNC(=O)c1csc(-c2ccccc2)n1)c1ccccc1
31	0.1	Cc1cc(NC(=O)CSc2nc3cc(Cl)ccc3o2)no1
32	-1.0	Cn1c(CC(=O)NCCO)c(Sc2ccccc2)c2ccccc21
33	1.8	COc1ccccc1CN1CCNC(=O)C1CC(=O)NCCCn1cccn1 (stereo not drawn)
34	-2.2	CCOc1ccc(NC(=S)NCc2ccc3[nH]c(C)cc3c2)cc1
35	0.4	CC(C)(C)CC(=O)NCCc1csc(-c2ccccc2)n1
36	1.3	CCCC(=O)Nc1ccc(Cl)c(NC(=S)NC(=O)C(C)C)c1
37	-3.9	Cc1ccccc1CNc1ccc(C(CC(N)=O)NC(=O)c2ccccc2)cc1[N+](=O)[O-] (stereo not drawn)
38	1.1	COc1ccc(S(=O)(=O)N(C)c2ccc(C(=O)NCc3ccccn3)cc2)cc1OC
39	-0.3	COc1ccccc1N(C)c1cc2c(c3c1ccn3C)C1CCC2C1 (stereo not drawn)
40	-1.6	Cc1ccc(C2C(C#N)=C(N)OC3=C2C(=O)CCC3)s1 (stereo not drawn)
41	-4.0	COC(=O)c1cc(CSc2nnc(-c3ccccc3)c(-c3ccccc3)n2)oc1C
42	-0.1	O=[N+]([O-])c1ccc2[nH]c(=S)[nH]c2c1
43	2.2	COc1ccc(OC)c(N/C(=N/c2nc(C)cc(C)n2)NC(C)=O)c1
44	-0.7	COC(=O)C12CCCN1C1C(=O)N(Cc3ccc(C(N)=O)cc3)CC1C2 (stereo not drawn)
45	-1.9	CC(C)Oc1ccc(-c2csc(N3CCC(C(N)=O)CC3)n2)cc1
46	2.5	CC[C@]12c3[nH]c4ccccc4c3CCN1C(=O)C(CC(=O)NCCCn1ccnc1)C[C@@H]2C(=O)N1CCN(C(=O)C2CC2)CC1 (stereo partly drawn)
47	-1.8	COC(=O)c1ccc(Oc2nc(SC)nc(N(C)C)n2)cc1
48	-0.2	O=C(C1CCCN1S(=O)(=O)c1ccc(Br)cc1)N1CCOCC1 (stereo not drawn)
49	-1.3	Cc1cc(NC(=O)CSc2ccc3nnc(CCNS(=O)(=O)c4ccccc4)n3n2)no1
50	-1.1	COc1ccc(S(=O)(=O)N2CCN(CCO)CC2)cc1-c1nnc2c3ccccc3c(C)nn12

Next part:
#	TTR transcr act	SMILES
51	0.7	Cc1ccc(C(=O)COC(=O)CNC(=O)c2ccc(Br)o2)cc1[N+](=O)[O-]
52	2.7	CC(=O)O[C@@]1(C)C[C@@H](O)[C@]2(O)C=CO[C@@H](O[C@@H]3O[C@H](CO)[C@@H](O)[C@H](O)[C@H]3O)[C@@H]21
53	1.7	O=C(Nc1ccc(S(=O)(=O)Nc2ncccn2)cc1)c1ccc(Br)s1
54	0.9	COc1ccc(/[N+]([O-])=C/c2ccoc2)cc1
55	0.3	CC1C(=O)N2CCCc3cc(S(=O)(=O)N(C)CCC#N)cc1c32 (stereo not drawn)
56	1.9	O=c1cc(C(F)(F)F)[nH]c2ccc(C(F)(F)F)cc12
57	-0.2	CCOC(=O)COc1nc(C)cc(C(F)(F)F)c1C#N
58	-1.8	O=C(c1cccc(C(F)(F)F)c1)N1CCN(c2cc(=O)[nH]nc2-c2ccccc2)CC1
59	0.8	O=C(OCC(=O)N1CCCCC1)c1ccc(OC(F)(F)F)cc1
60	4.3	COCCN(C(=O)Nc1ccccc1)C(C)c1cccnc1 (stereo not drawn)
61	0.3	CCn1cc(-c2nnnn2-c2ccc(Cl)cc2)c(=O)c2ccccc21
62	0.2	CCOC(=O)COc1ccc(/C=C2/SC(=Nc3ccccc3)N(Cc3cccnc3)C2=O)cc1OC
63	4.4	O=C(Nc1cccc(F)c1)c1cccc2c1C(=O)N(C1CCCCC1)C2
64	-0.9	CC(C)(C)n1cnnc1Sc1ccc([N+](=O)[O-])cn1
65	-1.7	O=C(CSc1nc2ccccc2n1CC(=O)NCc1ccccc1)NCc1ccco1
66	3.6	CN(Cc1c(F)cccc1Cl)C(=O)CNC(=O)c1cccs1
67	1.1	C[C@H](CO)N1C[C@H](C)[C@H](CN(C)Cc2cncnc2)Oc2ncc(C#CC3(O)CCCC3)cc2C1=O
68	-2.5	COC(=O)C1=C(C(=O)OC)[C@@H]2N(C)c3ccc(OC)cc3[C@@]23C[C@@H](C(=O)OC)N(C(=O)c2ccc(Br)cc2)C3=N1
69	1.1	O=c1[nH]c(=O)n(-c2ccccc2)c2c1C(C(F)(F)F)(C(F)(F)F)N=C(C1CCCCC1)N2
70	-0.2	CC1CC(C)(C)NC(=S)N1CCCC(=O)Nc1ccc(F)cc1 (stereo not drawn)
71	-1.0	CC(C)C1C(=O)N(Cc2cn(CCC3OCCCO3)nn2)CCS(=O)(=O)N1Cc1ccc(-c2ccc(Cl)c(Cl)c2)cc1 (stereo not drawn)
72	0.2	c1nc(NCC2CCCOC2)c2cc(-c3ccc4c(c3)OCO4)ccc2n1 (stereo not drawn)
73	-1.2	C=CCNC(=S)NNC(=O)Cn1c(-c2ccccc2)cc(=O)n2ncnc12
74	-2.0	COc1cccc(C(=O)c2cc3cc(Cl)ccc3[nH]2)c1
75	3.4	Cc1c(Cl)c([N+](=O)[O-])nn1CC(=O)NCC1CCCO1 (stereo not drawn)

New compounds follow.
#	TTR transcr act	SMILES
76	4.3	COCCSc1nnc(NC(=O)COC)s1
77	4.2	CC(NC(=O)Cn1nc(C(=O)O)c2ccccc2c1=O)c1ccccc1 (stereo not drawn)
78	0.2	CN1C(=O)CC(=O)N(C)c2cc(S(=O)(=O)N(C)Cc3ccccc3)ccc21
79	2.0	CC(=O)/C(=N/Nc1ccc([N+](=O)[O-])cc1)N1CCCc2ccccc21
80	-0.4	CCN(Cc1ccccc1)C(=O)COC(=O)c1cc(S(=O)(=O)Nc2ccccc2OC)ccc1O
81	2.0	O=C(CSc1nc2ncccc2[nH]1)Nc1ccc2c(c1)OCO2
82	-0.6	S=c1[nH]nc(-c2ccc3ccccc3n2)n1-c1ccc(Cl)cc1
83	-2.4	COc1cc(C(=O)N2CCCC(c3cc(C(=O)NCc4ccccc4)no3)C2)cc(OC)c1C (stereo not drawn)
84	1.2	COC(=O)c1ccc2nc(-c3ccc(C)cc3)c(CC3CCCCC3)n2c1
85	-2.4	Cc1nnsc1C(=O)Nc1cccc(Cl)c1
86	1.4	CCCCNC(=O)Nc1nc(SCC(=O)OCC)n[nH]1
87	-0.9	C=CCn1cccc(C(=O)Nc2ccc(OC)cc2OC)c1=O
88	-0.9	CCCC(=O)N1CCC(CCC(=O)NC2CC2)CC1
89	-0.6	O=C1/C(=C/c2ccc([N+](=O)[O-])cc2)Oc2cc(O)ccc21
90	1.9	N#CC1=C(N)C(C#N)(C#N)[C@H](c2cccnc2)[C@H]2CN(C(=O)OCc3ccccc3)CC=C12
91	-0.1	Cc1ccc(C2=Nc3cccnc3C(c3ccccc3)=NN2)cc1
92	-0.2	[C-]#[N+][C@H](O[C@@H]1O[C@H](CO)[C@@H](O)[C@H](O)[C@H]1O)c1ccccc1
93	-0.8	O=C(CSc1nnc(-c2ccc(F)cc2)c2ccccc12)NCC1CCCO1 (stereo not drawn)
94	10*	CCN(C(=O)CSc1nnc(C)n1Cc1ccccc1)C1CCS(=O)(=O)C1 (stereo not drawn)
95	-1.0	COC(=O)[C@]12C[C@H](CC(=O)NCc3ccc(C)o3)C(=O)N(CCC3=CCCCC3)C1=C[C@H](C1CCCC1)O[C@@H]2C
96	-0.6	CC1CN(C(=O)COC(=O)Cc2c(Cl)cccc2Cl)CC(C)O1 (stereo not drawn)
97	-1.6	CCS(=O)(=O)Nc1cccc(-c2cc(-c3ccccc3)c3cc(C)ccc3n2)c1
98	-1.5	COCc1ccc(-c2ccc3c(c2)c(C#Cc2ccsc2)c(-c2cc(OC)cc(OC)c2)n3C)cc1
99	-1.2	Cc1cccc2sc(NC(=O)c3ccc(OCC4CCCO4)cc3)nc12 (stereo not drawn)
100	-1.4	CC(=O)Nc1cccc(-c2cc(-c3c(Cl)cccc3Cl)no2)c1

The list goes on.
#	TTR transcr act	SMILES
101	-0.8	O=C(CN1C(=O)NC2(CCc3ccccc32)C1=O)NCc1cccc(C(F)(F)F)c1 (stereo not drawn)
102	5.6	CC1=C(C(=O)N(C(C)C)C(C)C)CC(CC(=O)NCc2ccco2)C(=O)N1Cc1ccccc1 (stereo not drawn)
103	-5.6	O=C1C(Nc2ccc(O)cc2)=C/C(=N/S(=O)(=O)c2cccs2)c2ccccc21
104	-0.6	CCCCN(Cc1ccccc1)C1CCN(Cc2ccccc2)CC1
105	-0.9	CN(C)S(=O)(=O)c1ccc(C(=O)Nc2ccc(Cl)cc2)cc1
106	0.4	O=S1CC/C(=N\O)c2ccccc21 (stereo not drawn)
107	3.2	Cc1cccc(OCc2nnc(SCC(=O)Nc3cccc(C(=O)N4CCOCC4)c3)n2C)c1
108	-1.1	Cc1nc(N(C)C2CCCCC2)c2nnn(Cc3ccc(F)cc3)c2n1
109	-1.8	O=C(CNC(=O)c1ccccc1)OCc1nc2ccccc2s1
110	-0.7	CC(C)CS(=O)(=O)C1=NN2C(=N)/C(=C\c3ccc(OC(=O)c4ccco4)cc3)C(=O)N=C2S1
111	0.2	CCOC(=O)c1cc(C)sc1NC(=O)C(c1ccccc1)c1ccccc1
112	0.8	Cc1cccn(Cc2c(F)cccc2Cl)c1=O
113	-0.7	O=C(O)c1ccccc1-c1ccccc1C(=O)NCc1ccco1
114	-0.1	O=c1cc2c(c(-c3ccccc3)n1Cc1ccccc1)[C@@H](CCO)NC2
115	-0.9	O=S(=O)(c1ccc(Cl)s1)N1CCc2ccccc2C1

An excerpt of these results, as a markdown table.
| # | mol | TTR transcr act |
| --- | --- | --- |
| 105 | CN(C)S(=O)(=O)c1ccc(C(=O)Nc2ccc(Cl)cc2)cc1 | -0.9 |
| 106 | O=S1CC/C(=N\O)c2ccccc21 (stereo not drawn) | 0.4 |
| 107 | Cc1cccc(OCc2nnc(SCC(=O)Nc3cccc(C(=O)N4CCOCC4)c3)n2C)c1 | 3.2 |
| 108 | Cc1nc(N(C)C2CCCCC2)c2nnn(Cc3ccc(F)cc3)c2n1 | -1.1 |
| 109 | O=C(CNC(=O)c1ccccc1)OCc1nc2ccccc2s1 | -1.8 |

Six compounds picked at random from the list so far, as already listed:
#	TTR transcr act	SMILES
110	-0.7	CC(C)CS(=O)(=O)C1=NN2C(=N)/C(=C\c3ccc(OC(=O)c4ccco4)cc3)C(=O)N=C2S1
114	-0.1	O=c1cc2c(c(-c3ccccc3)n1Cc1ccccc1)[C@@H](CCO)NC2
105	-0.9	CN(C)S(=O)(=O)c1ccc(C(=O)Nc2ccc(Cl)cc2)cc1
115	-0.9	O=S(=O)(c1ccc(Cl)s1)N1CCc2ccccc2C1
108	-1.1	Cc1nc(N(C)C2CCCCC2)c2nnn(Cc3ccc(F)cc3)c2n1
113	-0.7	O=C(O)c1ccccc1-c1ccccc1C(=O)NCc1ccco1

Source: PubChem BioAssay (The Scripps Research Institute Molecular Screening Center)
